High-throughput results from PubChem.
14-3-3 Bad PPI = disrupts binding of bovine 14-3-3 zeta to phospho-Bad peptide; TR-FRET 14-3-3zeta/Dy647-pBad peptide displacement, 1 h; P63103; inhibition, % at 21.7 µM; 220,000 compounds, 0.71% hits;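 active = inhibition above about 70%, limit read from the data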;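 also: 0% = full 14-3-3 plus peptide FRET controls and 100% = background without 14-3-3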
Target sequence (P63103 whole entry, looked up): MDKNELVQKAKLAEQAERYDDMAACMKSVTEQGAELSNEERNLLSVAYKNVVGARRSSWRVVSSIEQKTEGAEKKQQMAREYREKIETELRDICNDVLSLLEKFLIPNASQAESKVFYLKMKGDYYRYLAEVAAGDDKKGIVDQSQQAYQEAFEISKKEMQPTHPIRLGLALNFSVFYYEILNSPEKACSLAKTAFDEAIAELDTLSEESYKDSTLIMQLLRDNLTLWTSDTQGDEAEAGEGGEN
KLK5 inh = kallikrein 5 (human) inhibition. Q9Y337. recombinant hK5, fluorogenic AMC substrate cleavage. inhibition, % at 5 µM. 210,000 compounds, 0.59% hits. AID 873;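 active = inhibition of 40% or more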;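 also: 0% = enzyme controls without compound and 100% = no-enzyme blanks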
Target sequence (Q9Y337 67-293 limits assumed): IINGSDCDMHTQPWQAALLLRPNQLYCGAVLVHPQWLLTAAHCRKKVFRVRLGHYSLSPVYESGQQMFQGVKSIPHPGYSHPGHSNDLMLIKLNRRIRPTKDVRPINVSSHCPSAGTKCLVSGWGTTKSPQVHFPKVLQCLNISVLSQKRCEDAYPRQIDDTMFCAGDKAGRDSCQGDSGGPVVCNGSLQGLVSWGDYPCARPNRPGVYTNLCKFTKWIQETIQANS
Thrombin inh = thrombin (human) inhibition; alpha-thrombin, Boc-VPR-AMC fluorogenic substrate cleavage; 220,000 compounds, 0.26% hits; inhibition, % at 5 µM;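 active = inhibition at or above 40%; inactive = inhibition below 40%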;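 also: 0% = enzyme with no compound and 100% = wells without enzyme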
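System: Human alpha-thrombin protein | Medium: pH 7.5 Tris (50 mM) with NaCl 150 mM, Tween 20 0.05% | Times: Enzyme reaction carried out at room temperature | Detection: AMC fluorescence, 355/460 nm | Evaluation: Percent inhibition scaled between no-compound controls and no-enzyme blanks | Benchmarks: Enzyme without compound as high, wells lacking enzyme as low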
FXIIa inh = inhibitors of human coagulation factor XIIa. P00748. purified FXIIa, Boc-QGR-AMC fluorogenic substrate, 2 h. inhibition, % at 5 µM. 220,000 compounds, 0.3% hits; in the data active = inhibition above about 40%;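 also: 0% = enzyme with no compound and 100% = blank without enzyme; many of its hits are not listed in these tables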
Wee1 degr inh = human Wee1 degradation inhibition, primary screen; HeLa Luc-Wee1K328M stability, luciferase luminescence; 100% = proteasome inhibitor MG132 effect; reporter increase, % at 5 µM; 220,000 compounds, 1.2% hits; AID 1321;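 active = activation above the mean of all tested compounds plus 3 SD, set per screening run, cut at about 8.8% in these data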;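 also: cells exposed to compound for 20 h before luminescence read; 0% = DMSO alone and 100% = MG132 at 30 µM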
Runt-CBFb FRET = blocks binding of human RUNX1 Runt domain to CBFb; Q01196+Q13951; Cerulean-Runt/Venus-CBFb FRET ratio 530/480, 1 h; inhibition, % at 20 µM; 220,000 compounds, 0.46% hits; AID 1496;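 active = inhibition over about 50% at 20 µM in the single-dose screen, limit read from the data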;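 also: 0% = DMSO wells and 100% = excess unlabeled CBFb competitor control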
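Measured by: fluorescence energy transfer, 422 nm excitation, 530/480 nm emission; test system: Cerulean-tagged RUNX1 Runt domain (FRET donor) fusion protein; buffer or medium: Tris pH 7.5 buffer with BSA; compound: one dose, 20 µM compound, 1% DMSO; times: two 1 h room-temperature incubations shielded from light; benchmarks: unlabeled CBFb 5 µM, positive control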
Hck Nef HTS = blocks Nef-activated human Hck kinase. Recombinant Hck-YEEI plus Nef, Z-Lyte FRET kinase assay. 220,000 compounds, 0.68% hits. P08631. AID 463187. inhibition, % at 20 µM;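 active = Hck-Nef kinase inhibition above about 50%, limit read from the data; inactive = inhibition below that limit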;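 also: 0% = DMSO with Hck plus Nef and 100% = Hck alone without Nef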
Target sequence (P08631 whole entry, looked up): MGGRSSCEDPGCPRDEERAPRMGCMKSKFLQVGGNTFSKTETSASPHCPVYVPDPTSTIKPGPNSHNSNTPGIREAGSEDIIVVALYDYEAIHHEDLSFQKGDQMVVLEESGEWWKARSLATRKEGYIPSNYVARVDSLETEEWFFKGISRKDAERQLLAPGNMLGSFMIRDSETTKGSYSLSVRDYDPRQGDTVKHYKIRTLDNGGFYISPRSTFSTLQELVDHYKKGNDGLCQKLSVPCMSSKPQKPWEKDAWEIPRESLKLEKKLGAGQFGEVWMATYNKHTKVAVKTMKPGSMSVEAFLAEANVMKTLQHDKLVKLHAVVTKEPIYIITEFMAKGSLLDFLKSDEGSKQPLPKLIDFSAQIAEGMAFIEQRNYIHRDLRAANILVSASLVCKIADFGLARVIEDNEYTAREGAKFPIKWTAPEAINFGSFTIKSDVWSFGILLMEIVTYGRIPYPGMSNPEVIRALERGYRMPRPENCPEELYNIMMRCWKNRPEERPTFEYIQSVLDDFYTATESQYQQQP
Runt-SMMHC FRET = Runt domain-CBFb-SMMHC interaction inhibition; Cerulean-Runt/Venus-CBFb-SMMHC FRET ratio 530/480, 1 h; Q01196+Q13951; inhibition, % at 20 µM; AID 1434; 220,000 compounds, 0.74% hits;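 active = mean inhibition across duplicate retests at 20 µM reaching about 50%, limit read from the data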;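 also: 0% = DMSO wells and 100% = wells with excess untagged CBFb-SMMHC; inhibitors lower the FRET ratio by blocking Runt binding to CBFb-SMMHC; some results filed as inactive read as strong as hits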
FXIa inh 1536 = inhibitors of human coagulation factor XIa; 220,000 compounds, 0.14% hits; AID 798; P03951; purified FXIa, Boc-Glu-Ala-Arg-AMC fluorogenic substrate; inhibition, % at 5 µM;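 active = inhibition of at least 40%; inactive = inhibition below 40%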;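 also: fluorescence of freed AMC excited at 355 nm; 0% = enzyme without compound and 100% = no enzyme blank; many of its hits are not listed in these tables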
* hit, by the source's call; . = not tested or not shown; [ ] = dose if it differs, or a comment. Rows were taken by chance; overall some 4.2% were active at least once.

SMILES	14-3-3 Bad PPI	KLK5 inh	Thrombin inh	FXIIa inh	Wee1 degr inh	Runt-CBFb FRET	Hck Nef HTS	Runt-SMMHC FRET	FXIa inh 1536
COc1cccc(/C=N/NC(=O)CN(C2=NS(=O)(=O)c3ccccc32)c2ccccc2)c1	9[fluorescence artefact?]	-7	4	27	12*	-3	7	0	22
O=C(Nc1ccccc1)N(C1=NCCC1)c1ccc(OC(F)F)cc1	-10	1	-2	-1	0	0	4	-3	3
S=c1[nH]nc(-c2ccco2)n1/N=C/c1ccc(Cl)cc1	-9[fluorescence artefact?]	11	2	21	13*	12	0	7	15
CCN(C(=O)CSc1nnc(Nc2ccccc2)s1)C1CCS(=O)(=O)C1 (stereo not drawn)	-2	-22	5	2	2	-1	27	-4	-3
COc1cccc(C(=O)NCCSc2ccc(Br)cc2)c1	-11	-3	-12	3	-3	0	24	-2	-2
CC(=O)Nc1cccc(NC(=O)Nc2cccc(Cl)c2C)c1	-1	1	-2	7	-2	-1	17	0	-1
CCOC(=O)N1CCc2c(sc3nc[nH]c(=O)c23)C1	2	-9	-9	0	4	0	-19	-5	1
O=C(O)CCn1nnc2ccccc21	4	1	-3	2	-1	0	8	-4	-6
Cc1cc(=O)[nH]n(CCO)c1=O	3	-1	-1	8	-1	0	7	0	2
O=C1c2ccccc2C(Nc2ccc3nc(-c4cccnc4)[nH]c3c2)N1Cc1ccco1 (stereo not drawn)	8	-7	-6	17	1	3	6	-4	-2
Cc1ccccc1N1C(=O)CC(c2c[nH]c3ccccc23)C1=O (stereo not drawn)	5	-13	3	3	1	-7	-11	-4	0
CCOc1ccc(C(=O)NC2CCN(C(=S)Nc3ccccc3C)CC2)cc1	-11	-1	12	6	3	-1	14	2	-4
Cc1cc(C)c(S(=O)(=O)NCc2ccc3c(c2)cc(C)n3C)c(C)c1	6	-31	-5	11	2	-11	0	-4	2
CC(C)(C)c1ccc2c(c1)C(=O)c1ccccc1C2=O	4	-8	-13	5	3	-1	8	-3	-4
Cc1c(Cl)cccc1NC(=O)CC1SC(=NCC2CCCO2)NC1=O (stereo not drawn)	0[fluorescence artefact?]	-5	-5	6	-1	4	1	-3	5
Cc1cc(-c2nc3ncccc3o2)ccc1NC(=O)CC(C)C	6	-5	-5	11	1	-2	21	4	-4
COc1ccc(NC(=S)Nc2ccccc2Cl)cn1	-4	-3	-3	6	4	9	24	-10	9
CC1CCCC(C)N1C(=O)CSc1nnnn1-c1cccc2c1CCCC2 (stereo not drawn)	5	-4	-2	10	-1	-1	1	2	3
CCOC(=O)c1nc(NCc2ccccc2)c2ccccc2n1	-25	2	-9	6	-1	-2	21	0	-2
CCS(=O)(=O)c1nc(S(=O)(=O)c2ccc(Cl)cc2)c(NCCOC)s1	2	.	25	14	-1	-1	-5	-4	11
Brc1ccc(C2NCCS2)cc1 (stereo not drawn)	-9	0	-7	5	-1	-3	13	-2	-4
CCn1c(C)cc(C=C2C(=O)c3ccccc3C2=O)c1C	-18	1	-1	5	-2	0	35	-11	-4
O=C(NC(=S)N1CCN(c2ccc([N+](=O)[O-])cc2Cl)CC1)c1ccco1	14	-14	-3	8	-2	5	4	19	5
O=C1CCC(C(=O)OCc2cc(Cl)ccc2OC(F)F)N1 (stereo not drawn)	-11	5	4	14	-1	0	0	1	4
Cc1ccccc1CSc1nnc(NC(=O)Cc2cccs2)s1	-3	-11	-5	2	-1	48	1	-4	1
CCC(=O)N1CCN(c2ccc(NC(=O)c3ccccc3)cc2)CC1	-10	-4	-4	3	3	0	16	0	-3
CCOC(=O)C1CCCN(Cc2cccs2)C1 (stereo not drawn)	71*	3	-5	0	0	1	1	-27	-4
COc1ccc(NC(=O)Nc2ncccc2C)cc1	-6	-8	1	7	-1	-2	-8	0	3
COc1cc(/C=C2\C(=O)N(c3ccccc3)N=C2C)ccc1Oc1ccc([N+](=O)[O-])cc1[N+](=O)[O-]	-9	7	-6	13	4	8	-3	4	22
COc1cccc(NC(=O)C(OC(=O)c2ccc([N+](=O)[O-])o2)c2ccccc2)c1 (stereo not drawn)	-14	-14	-9	-2	-3	0	1	-2	-4
Cc1cc(=O)[nH]c(N2CCCC2)n1	8	-9	5	8	4	1	2	-2	1
Cc1ccc(Oc2ccc(Cl)cc2NC(=O)c2ccc(F)cc2F)cc1	-9	-16	-11	5	-2	-3	1	0	2
Cc1nnc(NC(=O)CSc2nc3ccccc3o2)s1	-3	0	-3	2	-2	0	4	-10	-8
Cc1cc(C)c(C)c(S(=O)(=O)N2CCN(c3ccc(O)cc3)CC2)c1C	-6	-2	.	5	3	18	13	14	3
COc1ccc(CN(C)C(=O)COC(=O)c2c(-c3ccccc3Cl)noc2C)cc1	-15	-1	-2	5	-3	1	19	1	-3
O=C(Cc1cccs1)NCc1ccco1	-3	-14	-7	21	3	0	-11	4	0

Wee1 degr inh: what is marked active above.
SMILES	14-3-3 Bad PPI	KLK5 inh	Thrombin inh	FXIIa inh	Wee1 degr inh	Runt-CBFb FRET	Hck Nef HTS	Runt-SMMHC FRET	FXIa inh 1536
COc1cccc(/C=N/NC(=O)CN(C2=NS(=O)(=O)c3ccccc32)c2ccccc2)c1	9[fluorescence artefact?]	-7	4	27	12*	-3	7	0	22
S=c1[nH]nc(-c2ccco2)n1/N=C/c1ccc(Cl)cc1	-9[fluorescence artefact?]	11	2	21	13*	12	0	7	15

New compounds follow
SMILES	14-3-3 Bad PPI	KLK5 inh	Thrombin inh	FXIIa inh	Wee1 degr inh	Runt-CBFb FRET	Hck Nef HTS	Runt-SMMHC FRET	FXIa inh 1536
CC1=C(C(=O)OCC(Cl)(Cl)Cl)N2C(=O)C(NC(=O)Cc3ccccc3)C2SC1 (stereo not drawn)	-4	2	3	7	-2	2	12	0	-3
CCOc1ccc(CN2CCN(Cc3cccc4nonc34)CC2CCO)cc1 (stereo not drawn)	-11	.	2	8	0	1	5	-1	4
C/C(=N\NC(=S)NCc1ccccc1)c1ccccc1	-11[fluorescence artefact?]	-6	1	14	1	1	-20	1	9
CCOC(=O)C1CCC2(CC1)C(C#N)=C(N)Oc1n[nH]c(C)c12 (stereo not drawn)	-6[fluorescence artefact?]	-5	3	14	0	-2	4	7	8
Cc1cccc(OCC(=O)Nc2ccc3nc(C)sc3c2)c1	2	-4	-10	2	3	2	-7	-9	-4
COc1cccc(C(=O)Cn2c(NCCO)nc3ccccc32)c1	44[fluorescence artefact?]	14	1	13	-1	2	12	-4	7
COc1ccc(Cc2nc(-c3ccc(-n4cccc4)cc3)no2)cc1OC	7[fluorescence artefact?]	0	-6	4	0	1	-3	0	-7
CCN(CC)C(=O)c1cn(CCC#N)nc1-c1ccc2c(c1)OCCO2	-4	5	-9	8	1	0	23	2	1
O=C(CN1C(=O)c2cccc3cccc1c23)N1CCN(c2ccc(F)cc2)CC1	-1[fluorescence artefact?]	-4	-8	12	-1	-7	0	-48	-1
COc1ccc(COc2ccsc2C(=O)Nc2ccc(Cl)c(Cl)c2)cc1	21[fluorescence artefact?]	4	-1	-7	-1	0	3	1	0
Cc1ccc2nc(C)c(C(=O)N/N=C/c3cccc([N+](=O)[O-])c3)cc2c1	-20	-24	-11	9	-1	0	-1	2	1
COC(=O)c1cc2oc(C)cc2n1CC(=O)Nc1cc(C)cc(C)c1	4	2	-3	-3	1	3	0	1	-7
CCc1ccc[n+](-c2nc3ccccc3nc2C(=C=[N-])C#N)c1	7	2	1	11	-3	-17	30	5	0
O=C(c1c[nH]c2ccccc12)N1CCOCC1	5	-7	-6	0	-3	1	-11	-5	-6
C=C(C)C1CCC(C)=C1CC(C)(C)/C=N\n1cnnc1 (stereo not drawn)	3	-2	-4	12	0	-3	-3	-8	0
O=C(CN1CCOCCOCCOCCOCC1)Nc1ccccc1	-9[fluorescence artefact?]	-5	-1	14	-1	-1	5	3	7
CN(CCCNC(=O)C1CCN(S(=O)(=O)N2CCC3(CC2)OCCO3)CC1)Cc1ccccc1	0	0	-4	7	-1	2	3	6	1
CC(=O)C1=C(O)C(=O)N(c2nccs2)C1c1ccc(Br)cc1 (stereo not drawn)	53	-16	4	19	9.1*	5	-1	0	10
O=C(Nc1cccc(-c2nc3ccccc3s2)c1)C1=COCCO1	-12	-17	-10	3	-4	-2	4	2	-2
Cn1c(=O)n(Cc2ccccc2)c(=O)c2c1nc(NCC1CCCO1)n2Cc1ccccc1 (stereo not drawn)	4	1	-5	1	-2	1	-17	0	-3
O=C(NCCO)C1(c2ccccc2)CCCC1	-3	-9	-1	17	0	0	9	-1	0
O=C(CN1C(=O)CCC1=O)NC(=O)NC1CCCC1	-1	6	-9	-1	2	-3	8	-6	4
O=c1c2ccccc2c2ccccc2c(=O)n1Cc1ccco1	10	-14	4	13	-1	0	-14	-1	13
CC1CCN(C2CC(=O)N(c3ccc(Br)cc3Br)C2=O)CC1 (stereo not drawn)	3	3	-3	5	0	6	3	-2	0
CN(C)CCCN1C(=O)c2oc3ccccc3c(=O)c2C1c1cccs1 (stereo not drawn)	-2	-9	-6	10	2	-32	1	-80	-8
COCC(=O)Nc1nnc(Cc2ccc(OC)cc2)s1	-8[fluorescence artefact?]	-13	-4	1	3	0	9	2	-11
c1cncc(CNc2ncnc3sc4c(c23)CCCC4)c1	-5	-34	-4	1	2	1	-7	0	-9
CCOCC(=O)Nc1nc(-c2ccccc2)c(CC)s1	9[fluorescence artefact?]	-23	4	5	2	0	2	0	6
COC(=O)COc1cccc(NC(=O)c2cccc(C)c2)c1	-8	-4	5	2	-2	1	13	-3	0
COc1ccc(N(CC(=O)NCc2ccco2)S(=O)(=O)c2c(C)nn(C)c2C)cc1	1[fluorescence artefact?]	-5	0	13	1	3	1	-6	2
Cc1nn(-c2ccccc2)c(N2CCCC2)c1/C=N/Nc1ccc(S(=O)(=O)Nc2ccccc2)cc1[N+](=O)[O-]	26[fluorescence artefact?]	-11	-7	28	-2	-2	4	-8	21
COc1cc(/C=N\Nc2ccc([N+](=O)[O-])cn2)ccc1OCC(=O)O	-9	1	-1	8	4	-6	36	-2	15
CN1C(=O)CSc2ccc(NC(=O)NCc3cccnc3)cc21	0	-18	-4	14	-2	0	1	3	0
Cc1ccc(OCC(=O)Nc2ccc3c(c2)OC(F)(F)O3)c([N+](=O)[O-])n1	0[fluorescence artefact?]	-23	-7	0	-1	-1	3	-48	-2
COC(=O)Nc1cccn(Cc2c(Cl)cccc2Cl)c1=O	1	-5	-8	6	3	.	2	5	-9
COc1ccc(N2CCN(C(=O)c3ccc(COc4ccc5c(C)cc(=O)oc5c4)cc3)CC2)cc1	0	13	0	15	0	-1	3	0	16
O=C(Nc1sc2c(c1C(=O)c1ccccc1)CCCC2)c1cccnc1	-15	-14	-6	14	-2	-5	5	-4	6
Cc1ccc(C(=O)NNC(=S)NC(=O)COc2ccccc2)cc1	-10	-164	11	25	14*	12	1	1	41*
COc1ccc(/C=N/N(Cc2ccccc2)c2ccccc2)cc1O	-20	3	-21	11	0	1	23	-2	-1
